TRPML3 agonist: human mucolipin-3 channel agonism. HEK293 TRPML3-YFP, Fluo-8 calcium fluorescence; 100% = the carbachol control signal. activation, % at 3 µM. hit rate 0.29% among 220,000. AID 1448;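 active means activation above its plate's cutoff, the mean activation of the plate's test wells plus 3 SD, cut at about 12% in these data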;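 further: 0% = DMSO only wells and 100% = carbachol wells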
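Test system: HEK293 cells stably carrying human TRPML3-YFP; Doses: single dose, 3 µM final nominal compound, 0.3% DMSO final; Schedule: dye loading 1 h 37 °C then 30 min ambient, 125 s read; Technique: Fluo-8 calcium fluorescence; Benchmarks: high control carbachol 87 µM, low control DMSO.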
EBV gp42 inh: inhibitors of Epstein-Barr virus glycoprotein 42; Fluorescence polarization binding assay, mP read-out; hit rate 0.42% among 220,000; inhibition, % (tested at 21.74 µM); Q1HVG2; in the data active means inhibition above about 50%
PPC-1+TRAIL kill: kills PPC-1 cancer cells in the presence of TRAIL; hit rate 0.41% among 220,000; cell killing (% activity), % at 4 µM; AID 1443; PPC-1 cells + TRAIL, ATPLite viability luminescence;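 active means cell killing above 50% in the first pass at 4 µM, then a duplicate retest at 5 µM averaging 50% or more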;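 further: plate controls were cells with TRAIL plus DMSO for no effect and medium-only wells lacking cells for full effect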
Cl transport mod: modulates chloride dependent transport by human KCC2. hit rate 2.2% among 190,000. B-score of Tl+ flux slope (higher = more flux/activation; lower = inhibition) at 10 µM. AID 1456. KCC2 cells, thallium flux FluoZin-2 fluorescence;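 active means thallium flux slope and its plate-corrected score both differing from the plate sample mean at a set confidence after two filtering rounds, in either direction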;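 further: slope of fluorescence scaled to starting intensity during 10 to 20 s after thallium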
Target sequence (Q9H2X9 whole entry, looked up): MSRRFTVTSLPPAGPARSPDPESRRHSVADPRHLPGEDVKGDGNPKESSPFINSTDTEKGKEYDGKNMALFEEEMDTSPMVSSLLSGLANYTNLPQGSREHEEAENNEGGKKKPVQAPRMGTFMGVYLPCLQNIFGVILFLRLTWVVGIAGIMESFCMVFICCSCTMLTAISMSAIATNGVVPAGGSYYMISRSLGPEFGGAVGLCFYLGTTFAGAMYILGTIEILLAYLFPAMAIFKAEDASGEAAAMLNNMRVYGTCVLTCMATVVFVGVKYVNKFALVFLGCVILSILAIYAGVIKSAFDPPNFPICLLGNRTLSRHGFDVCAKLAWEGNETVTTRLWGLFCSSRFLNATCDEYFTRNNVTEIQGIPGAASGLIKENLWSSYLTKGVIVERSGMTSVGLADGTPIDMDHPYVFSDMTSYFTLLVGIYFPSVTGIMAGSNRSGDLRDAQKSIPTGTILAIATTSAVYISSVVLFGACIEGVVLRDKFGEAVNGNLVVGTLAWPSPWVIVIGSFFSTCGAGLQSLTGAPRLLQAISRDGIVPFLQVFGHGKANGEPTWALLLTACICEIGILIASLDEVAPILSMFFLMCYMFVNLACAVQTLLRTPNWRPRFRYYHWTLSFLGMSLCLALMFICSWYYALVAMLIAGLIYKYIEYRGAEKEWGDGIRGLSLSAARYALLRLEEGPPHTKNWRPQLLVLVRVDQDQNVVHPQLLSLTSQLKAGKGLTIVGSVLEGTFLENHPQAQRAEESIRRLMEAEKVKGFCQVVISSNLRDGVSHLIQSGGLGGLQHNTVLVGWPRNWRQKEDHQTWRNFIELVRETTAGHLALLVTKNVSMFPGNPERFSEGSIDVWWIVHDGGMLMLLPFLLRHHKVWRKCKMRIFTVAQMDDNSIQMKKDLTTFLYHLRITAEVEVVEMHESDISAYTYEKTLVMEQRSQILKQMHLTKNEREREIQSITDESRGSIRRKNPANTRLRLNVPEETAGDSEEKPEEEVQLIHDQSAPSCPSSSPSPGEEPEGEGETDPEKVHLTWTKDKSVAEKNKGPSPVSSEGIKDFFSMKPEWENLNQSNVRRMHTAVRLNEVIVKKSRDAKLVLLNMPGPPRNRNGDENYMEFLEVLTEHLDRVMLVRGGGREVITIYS
TRPN1 ag: agonists of zebrafish TRPN1 channel; HEK293 zebrafish TRPN1-YFP, Fluo-8 calcium fluorescence; 100% = response to 87 µM carbachol; hit rate 0.18% among 220,000; activation, % at 3 µM; AID 1424;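 active means activation above its plate's cutoff, the mean activation of test wells on that plate plus 3 SD, cut at about 19% in these data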;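 further: 0% = DMSO alone and 100% = 87 µM carbachol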
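Material: zebrafish TRPN1-YFP in HEK293 cells; Doses: single test compound dose, 3 µM nominal, 0.3% DMSO; Timing: dye loading 1 h at 37 °C, then 30 min room temperature; Technique: intracellular calcium fluorescence with Fluo-8; Benchmarks: high carbachol 87 µM, low DMSO alone.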
m-calpain inh: inhibitors of pig calpain II; hit rate 0.37% among 220,000; inhibition, % at 16 µM; AID 1236; purified calpain II, fluorogenic peptide substrate, 30 min;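 active means inhibition above about 50%, limit read from the data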
Furin inh: human furin inhibition; P09958; purified furin, fluorogenic substrate cleavage; inhibition, % at 30 µM; hit rate 0.061% among 220,000; AID 463115; in the data active means inhibition above about 25%; further: inactives centre near -15
TbHK1 inh: T. brucei hexokinase 1 inhibition. recombinant TbHK1, G6PDH-coupled NADH A340. inhibition, % at 10 µM. hit rate 0.11% among 220,000. AID 1430;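 active means inhibition of 50% or more in the single-dose primary screen; inactive means inhibition below 50%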
thrombin 1536: inhibitors of human thrombin. P00734. alpha-thrombin, Boc-VPR-AMC fluorogenic substrate cleavage. inhibition, % at 5 µM. hit rate 0.26% among 220,000. AID 1046;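 active means inhibition at or above 40%; inactive means inhibition below 40%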;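 further: 0% = enzyme with no compound and 100% = wells without enzyme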
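System – human alpha-thrombin · Medium – pH 7.5 Tris (50 mM) with NaCl 150 mM, Tween 20 0.05% · Compound – single-point dosing at 5 µM, 0.2% DMSO · Incubation – enzyme reaction carried out at room temperature · Technique – fluorescence of released AMC, ex 355 nm, em 460 nm · Read-out basis – % inhibition of thrombin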
* = called active by the depositor; . = no result given; & = joins results of further samples; [ ] = dose if it differs, or a comment. Compounds as they come (roughly 3.6% active in at least one column).

SMILES	TRPML3 agonist	EBV gp42 inh	PPC-1+TRAIL kill	Cl transport mod	TRPN1 ag	m-calpain inh	Furin inh	TbHK1 inh	thrombin 1536
CCc1ccc(S(=O)(=O)NCC(O)COc2ccc(OC)cc2)cc1 (centres undefined)	-0.7	1	7	-1.3	-0.3	17	-15	-5	0
CCOC(=O)COc1ccc(S(=O)(=O)Nc2ccc3c(c2)OCCO3)cc1	2.1	-17	7	0.17	7.2	12	-20[20 µM]	12	-12
Cc1ccc(S(=O)(=O)/C=C2\NC(=O)CS2)cc1	0.8	4	-21	0.48	0.6	-5	-16[20 µM]	-7	-1
CCOC(=O)CCc1c(C(=O)OCC)[nH]c(CC)c1C(=O)OCc1ccccc1	-0.5	0	11	-2.1	-0.6	11	-4	-12	-11
C#CCN1C(=O)S/C(=C\c2ccc(N3CCOCC3)cc2C)C1=O	0.5	43	12	-2.5	0.2	40	-1	0	1
CCn1c(-c2csc3c2CCC(C)C3)n[nH]c1=S (centres undefined)	1.9	7	-14	11*	-2.7	4	-24	30	-5
CSc1cccc(NC(=S)N(Cc2ccccc2)Cc2ccccn2)c1	-1.1	4	-5	-0.021	-0.2	28	-4	13	15
C=CCc1cc(OC)ccc1OCC(O)CN1CCN(c2ccc(OC)cc2)CC1 (centres undefined)	0.6&1.0	-13&-5	3&10	1.4&-0.028	-0.7&0.5	-10&34	-18[20 µM]	-7&7	-8&-4
C=CCC1(Cl)C(=O)C(Cl)=C(N2CCOCC2)C1(OC)OC (centres undefined)	0.6	-17	1	0.054	1.9	11	-21	-15	-2
CSc1ccc(/C=N/Nc2cccc(C(=O)O)c2)cc1	0.8	19	-25	0.77	1.1	27	-9	-10	-3
O=C(C1=NNCC1c1ccccc1)C1OC1c1ccccc1 (centres undefined)	-0.8	1	7	-1.9	0.3	5	5	-34	5
Cc1c(Cl)c([N+](=O)[O-])nn1CCCC(=O)O	0.8	3	22	0.88	-0.8	10	-16	-4	-8
C=CCOc1cccc(C2/C(=C(/O)c3ccc(Cl)cc3)C(=O)C(=O)N2CCN2CCOCC2)c1 (centres undefined)	0.5	-16	4	.	0.6	-5	-8	-30	-8
CC(C)CC(=O)N1CCN(S(C)(=O)=O)CC1	1.2	-14	16	6.4*	0.1	-6	-31	3	-6
CC(C)CNC(=O)COC(=O)/C=C/c1ccco1	0.6	5	9	0.24	-0.5	-23	-23	-4	-3
Cc1ccc(C)c(NC(=O)C2CC(Cl)=CCC2C(=O)O)c1 (centres undefined)	-0.3	-4	-17	-0.17	0.3	22	-23[20 µM]	-2	-6
CCOC(=O)C1(Cc2ccccc2Cl)CCN(S(=O)(=O)N(C)C)CC1	6.6	-4	38	-0.42	-2.3	5	-19	-2	-2
COc1ccc(Nc2cc(C)nc3ncnn23)c(OC)c1	0.5	-6	18	.	0.3	-1	-27	-11	-6
COC(=O)c1cc(NCc2c(F)cccc2Cl)ccc1N1CCOCC1	0.4	9	5	.	0.0	12	-20	-6	5
COc1ccccc1-c1nnc(NC(=O)OCC(C)C)s1	0.3	1	7	0.47	0.2	10	-11	-7	0
O=C1COc2ccc(C(=O)COC(=O)CCc3ccc(S(=O)(=O)N4CCOCC4)cc3)cc2N1	1.2	-21	22	-0.011	3.9	-6	0[20 µM]	0	0
Cc1ccc(Nc2nc(C)nc3c2oc2ccccc23)cc1	-1.4	5	-14	-0.4	-3.5	-9	-15	-16	-14
Nc1nc(SCC(=O)Nc2cccc(S(=O)(=O)N3CCCCCC3)c2)n[nH]1	0.6	-2	4	-0.8	0.9	1	-21	0	1
COc1ccccc1CNC(=O)C1CC(c2c(Cl)cccc2Cl)=NO1 (centres undefined)	0.0	0	22	.	-0.3	-79	-12	1	-4
O=c1[nH]nc(CNc2ccc(Cl)cc2Cl)c2ccccc12	1.0	-1	13	0.38	0.7	-4	-32	-1	-1
Cc1c(Cl)c([N+](=O)[O-])nn1CCCC(=O)NC(C)c1ccccc1 (centres undefined)	0.4	-3	2	-0.16	-0.4	3	-43	2	-1
Cc1nc(C(=O)Nc2ccc(F)cc2)nn1-c1ccc([N+](=O)[O-])cc1	0.0	-6	-2	.	2.1	-15	-6[20 µM]	3	-13
CCN(CCCNC(=O)c1[nH]c(C)c(C(C)=O)c1C)c1cccc(C)c1	0.5	-16	-18	-1.3	2.8	15	-22	-3	-6
CC(=O)NNc1nc(-c2ccccc2)cs1	1.5	-1	18	0.42	0.8	-67	-16	-2	1
Cc1csc(NC(=O)c2cc(=O)[nH]c3ccccc23)n1	0.2	-8	1	.	1.6	-40	-7	-23	-4
OC(CNC1CCCC1)COCCOc1ccc(Br)cc1 (centres undefined)	1.2	-14	18	-0.1	0.3	-13	-32	0	3
CCOc1cc(C(=O)N2CCN(c3ccccc3)CC2)cc(OCC)c1OCC	-0.3	1	14	1.2	0.0	3	-2[20 µM]	-6	13
NC(=O)C1CC(=O)N(c2ccc(OCc3ccccc3Cl)cc2)C1 (centres undefined)	0.6	-9	12	.	1.4	-14	-14	-8	-16
COc1ccc(OC)c(C(c2nnnn2C2CCCC2)N2CCN(c3ccccc3F)CC2)c1 (centres undefined)	0.5	-13	-6	.	-1.6	51*	-15	-10	-11
CCc1cc(-c2[nH]ncc2-c2ccc3c(c2)OCO3)c(O)cc1O	3.0	-1	26	-0.064	-0.9	16	-27	2	2
CCOc1cc(C2NC(=O)NC(c3ccccc3)=C2C(C)=O)ccc1OC(C)=O (centres undefined)	0.9	1	20	-0.29	0.1	3	-20	-12	-5
O=C(CC12CC3CC(CC(C3)C1)C2)Nc1ccccc1N1CCOCC1	0.2	6	21	-0.46	-1.2	16	-20	4	-7
CC(C)c1onc(C(=O)N(C)Cc2ccccc2)c1[N+](=O)[O-]	0.3	-2	14	-1.7	-0.3	30	-11	1	-2
Cc1ccc(CCNC(=O)C2CC(c3ccc(C(F)(F)F)cc3)=NO2)cc1 (centres undefined)	.	-24	6	-0.63	.	-12	-25	-4	-2
CN(C)S(=O)(=O)Oc1cccc(C(=O)Nc2cccc(Cl)c2)c1	1.9	-2	14	-0.17	12	-4	-20	8	5
C=CCNC(=S)NNC(=O)c1ccc(OCC(C)C)cc1	0.7	-9	25	-0.13	3.7	0	-18[20 µM]	8	0
O=S(=O)(NC1=NCCC1)c1cccc(NS(=O)(=O)c2ccc(OC(F)(F)F)cc2)c1	0.9	-23	18	0.085	-0.3	-11	-11	11	-6
Cc1nn(C)cc1S(=O)(=O)N1CCN(Cc2ccccc2Cl)CC1	0.8	-9	4	-0.045	0.9	4	-15	-1	4
COC(=O)c1ccc(Oc2nc(Nc3ccc(F)cc3)nc(N3CCCC3)n2)cc1	0.1	6	8	-0.017	-1.1	5	-23[20 µM]	0	-6
CN(C)N1C(N)=C(C#N)C(c2cccs2)C2=C1CCCC2=O (centres undefined)	0.7	-3	13	-0.14	2.7	-22	-32	-7	3
Clc1ccccc1OCc1nn[nH]n1	0.3	-6	11	0.23	1.6	-15	-19	6	-4
CCCCc1nc2ccccc2n2cc3c(=O)n(C)c(=O)n(C)c3c12	0.5	.	.	0.56	0.5	.	-10	-3	.
COc1ccc(CC(=O)NC(C)c2nnc(SCC(=O)c3ccc(OC)cc3)n2C)cc1 (centres undefined)	0.7	-1	11	0.18	-0.4	-29	-22	-9	-3
S=c1nccc(-c2cccs2)[nH]1	-0.6	-7	6	2.8	0.8	-23	-9	-17	-9
COC(=O)c1ccccc1NC(=O)c1ccc(F)cc1	-0.7	-12	4	-1.2	-2.3	-11	-27	-2	-3
CC(C)NCCCOc1ccc(Cl)cc1Br	0.8	2	37	0.55	1.0	22	-14	6	-2
COc1cccc(NC(=S)N(Cc2cccc(Br)c2)CC2CCC(C(=O)O)CC2)c1 (centres undefined)	0.5	-13	-15	1.2	1.1	37	-17	-2	1
